KCNH2 3.1 block: KCNH2 3.1 (human) potassium channel inhibition; activity change, % (tested at about 1.8 µM); AID 720553; 0.95% of 340,000 active; U2OS KCNH2 3.1, thallium flux FluxOr; hits give low values;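 active = maximum activity change below -70%; inconclusive = maximum activity change from -70% to -50%; inactive = maximum activity change above -50%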;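 note: thallium influx rate constant from kinetic fluorescence after stimulation buffer; % is set by controls: 0 for no effect and ±100 for the full control effect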
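Virally transduced U2OS (3.1 isoform, 4 h infection in dark at RT) → overnight 37 C → FluxOr + Red40 in HBSS/HEPES, 45 min → stimulation buffer, 2 min kinetic read → rate constant vs DMSO controls.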
Menin-MLL TR inh: displaces Texas Red mutant MLL peptide from human menin | O00255 | Menin + Texas Red MLL mutant peptide, fluorescence polarization | Potency, µM (highest dose often 61.6 µM), for the others: at the top dose FP activity change, negative = inhibition, hits mostly inhibitors | 0.23% of 270,000 active; active = well fitted inhibition curve with a large enough effect in the polarisation, with a control signal flat, not every such curve was filed as active; inconclusive = small, poorly fitted or top-dose-only effect, or effect the other way, or a change in a side signal; inactive = no such curve, though single readings can be large or run the other way; the % refers to the polarisation; note: potency is the fitted concentration of half-maximal effect; % of control where 0% means no effect; many of its hits are not listed in these tables
GALK inh: blocks human galactokinase activity | P51570 | Purified GALK, Kinase-Glo residual ATP luminescence | AID 1868 | Potency, µM (top dose mostly 57.5 µM), for the others: at the highest dose activity change, negative = inhibition, actives largely listed as inhibitors | 0.007% of 270,000 active; note: potency is the fitted concentration of half-maximal effect; % is set by controls: 0 for no effect and ±100 for the full control effect
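Compounds were pin-transferred into ATP buffer (35 uM final), then GALK plus galactose (5 nM, 100 uM final) was added. After 1 h at room temperature, Kinase-Glo Plus was added and luminescence read after 10 min.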
KCNH2 WT inh: inhibitors of human wildtype KCNH2 potassium channel; U2OS, BacMam KCNH2, thallium flux FluxOr; hits give low values; activity change, % at 1.84 µM; 0.37% of 340,000 active; AID 720551;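 active = maximum activity change below -70%; inconclusive = maximum activity change between -70% and -50%; inactive = maximum activity change above -50%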; note: % is set by controls: 0 for no effect and ±100 for the full control effect
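U2OS cells were transduced with wild-type KCNH2 virus (2.03 x 10^8 / mL) for 4 h at room temperature, then cultured overnight at 37 C. Thallium flux was read with FluxOr dye. Rate constants were normalized to DMSO controls.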
B2AR arrestin: beta2AR (human) beta-arrestin recruitment activity | 0.02% of 330,000 active | Potency, µM (top dose mostly 46.1 µM), inactives show top-dose activation, actives largely listed as activators | beta-arrestin recruitment to beta2AR, cell-based reporter;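 note: potency is the fitted concentration of half-maximal effect; 0% = DMSO controls and full agonism = EC100 isoproterenol or metaproterenol; nearly all actives have a fitted effect of over 65% in size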
Giardia kill: kills Giardia lamblia | AID 540267 | Giardia lamblia trophozoite viability | 0.15% of 340,000 active | activity change, % at 7.66 µM, hits read low; in the data active = activity change below about -80%; inconclusive = between about -30% and that limit;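 note: parasites exposed to compound for two days anaerobically before the ATP read; % is set by controls: 0 for no effect and ±100 for the full control effect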
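Luminescence from cellular ATP indicates surviving trophozoites (100 cells/well) following 48 hrs anaerobic compound treatment at 37 deg C; signal develops 15-30 min at room temperature.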
USP2a block: inhibitors of human ubiquitin-specific protease USP2a. O75604. USP2 core, Ub-CHOP2 coupled fluorogenic reporter, 485/531. Potency, µM (highest dose often 38.3 µM), inactives show top-dose activity change, negative = inhibition, usual class: inhibitors. 0.01% of 330,000 active. AID 463254;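 note: potency is the fitted concentration of half-maximal effect; plate controls were DMSO wells for no effect and full inhibition by NEM control for full effect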
Target sequence (O75604 whole entry, looked up): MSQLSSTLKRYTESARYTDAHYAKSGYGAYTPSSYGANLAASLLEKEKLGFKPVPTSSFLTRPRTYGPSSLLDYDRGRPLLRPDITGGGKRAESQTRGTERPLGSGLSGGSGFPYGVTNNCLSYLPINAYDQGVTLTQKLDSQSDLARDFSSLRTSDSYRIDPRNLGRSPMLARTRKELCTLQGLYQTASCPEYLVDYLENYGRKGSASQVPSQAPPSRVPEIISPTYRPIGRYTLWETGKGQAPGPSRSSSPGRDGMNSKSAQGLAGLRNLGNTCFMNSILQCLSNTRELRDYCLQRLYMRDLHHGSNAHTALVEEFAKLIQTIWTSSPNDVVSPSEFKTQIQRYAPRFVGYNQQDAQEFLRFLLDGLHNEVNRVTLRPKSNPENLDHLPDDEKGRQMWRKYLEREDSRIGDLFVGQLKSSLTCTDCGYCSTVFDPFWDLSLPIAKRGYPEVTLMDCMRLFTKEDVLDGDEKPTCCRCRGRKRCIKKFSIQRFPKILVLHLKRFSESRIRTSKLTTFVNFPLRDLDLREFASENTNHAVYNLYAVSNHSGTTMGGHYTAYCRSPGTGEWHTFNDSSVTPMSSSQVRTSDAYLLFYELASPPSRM
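Deubiquitinase activity read as fluorescence (485/531 nm) after Ub-CHOP2 cleavage activates the enterokinase reporter on its substrate; USP2 core 10nM, Ub-CHOP2 and substrate 25nM each, 30min compound preincubation then 60min RT; data normalized to NEM, curves fitted.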
MLL CXXC-DNA inh: inhibitors of human MLL CXXC domain-DNA interaction | Q03164 | MLL-CXXC / FITC-HOXA9 DNA fluorescence polarization | Potency, µM (series often up to 115 µM), inactives show at the top dose activity change, negative = inhibition, actives largely listed as inhibitors | 0.037% of 290,000 active | AID 2662; active = well fitted inhibition curve with a large enough effect in the polarisation, with a control signal flat, not every such curve was filed as active; inconclusive = small, poorly fitted or top-dose-only effect, or effect the other way, or a change in a side signal; inactive = no such curve, though single readings can be large or run the other way; the % refers to the polarisation; note: potency is the fitted concentration of half-maximal effect
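Purified MLL-CXXC (added from a 7 uM solution) was preincubated 5 min at ambient with pinned compounds in 50 mM Tris-HCl pH 7.5, 50 mM NaCl, 1 mM DTT, 0.05% BSA. Fluorescein-labeled HOX-A9 DNA (50 nM solution) followed, 30 min, then polarization read.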
FBPA coupling cs: coupling enzyme interference in Giardia aldolase counter-screen; activity change, negative = inhibition, % at 58.2 µM, hits read low; AID 2472; 0.67% of 290,000 active; coupling enzyme system counterscreen, AmpLite Red fluorescence; in the data active = activity change below about -30%; note: % is set by controls: 0 for no effect and ±100 for the full control effect
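Activity here indicates interference with the coupling reaction, not aldolase inhibition. Compounds at 57.5 uM final met coupling enzymes for 10 min at RT; substrate and AmpLite Red detection followed, with a 525/598 nm fluorescence read after 20 min.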
PKM2 act: PKM2 (human) enzyme activation | P14618 | purified PKM2, Kinase-Glo ATP luminescence, activation; response scale: 0% is enzyme alone, no compound | Potency, µM (doses to about 57.5 µM), inactives show top-dose activation, actives largely listed as activators | 0.34% of 260,000 active; note: potency is the fitted concentration of half-maximal effect; % is set by controls: 0 for no effect and ±100 for the full control effect; nearly all actives have a fitted effect of over 55% in size
Target sequence (P14618 whole entry, looked up): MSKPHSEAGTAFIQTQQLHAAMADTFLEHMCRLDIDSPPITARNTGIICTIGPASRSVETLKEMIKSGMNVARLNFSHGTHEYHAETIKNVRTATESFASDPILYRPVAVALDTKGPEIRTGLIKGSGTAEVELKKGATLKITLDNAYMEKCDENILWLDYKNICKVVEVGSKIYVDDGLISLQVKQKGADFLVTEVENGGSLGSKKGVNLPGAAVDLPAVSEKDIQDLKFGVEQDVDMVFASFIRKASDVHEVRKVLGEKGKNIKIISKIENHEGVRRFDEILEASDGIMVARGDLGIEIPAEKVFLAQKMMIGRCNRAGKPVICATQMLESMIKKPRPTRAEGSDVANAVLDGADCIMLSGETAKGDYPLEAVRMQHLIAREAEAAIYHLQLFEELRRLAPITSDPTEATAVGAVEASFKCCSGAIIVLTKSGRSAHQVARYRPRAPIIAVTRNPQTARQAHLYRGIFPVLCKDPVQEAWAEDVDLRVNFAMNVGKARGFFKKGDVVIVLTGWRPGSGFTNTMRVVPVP
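Kinase-Glo luminescence reports ATP generated from ADP (0.1 mM) and PEP (0.5 mM) by purified hPK-M2 after 1 h at room temperature, pH 7.2 imidazole buffer; intermediate enzyme activity allows detecting inhibitors and activators.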
TRPV1 ag: human TRPV1 agonism; TRPV1-expressing cells, Fluo-8 calcium influx, agonist mode; activation, % at 8.33 µM; 0.19% of 320,000 active; AID 540275; in the data active = activation above about 80%; inconclusive = between about 30% and that limit; note: 0% is about no effect
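Fluo-8 calcium influx in TRPV1-expressing cells, kinetic read (ex 480/em 520 nm). Compound added and read 3 min for agonist activity, followed by capsaicin at EC20 final and 2 min further read for enhancement.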
The depositor's hits bear a star; u = inconclusive; x = no result given; [ ] = another dose, or the depositor's remark. Unless noted, calls come from the whole dose curve; as a rule, active = well fitted curve in the direction sought with a large enough effect; inconclusive = small, poorly fitted or top-dose-only effect, or another doubt; inactive = no such curve, though single readings can be large; an effect the other way counts as inactive or inconclusive. An excerpt; rates above refer to the full screens.

Values in the order – KCNH2 WT inh	KCNH2 3.1 block	B2AR arrestin	GALK inh	USP2a block	Menin-MLL TR inh	FBPA coupling cs	TRPV1 ag	MLL CXXC-DNA inh	Giardia kill	PKM2 act
COc1cccc(C(=O)NNC(=O)C(=O)Nc2cccc(Cl)c2C)c1
→ -8	7	-0.4%	-3%	-1%	10%	0	-1	6%	-4	-10%
CCOc1ccc(-c2cc(CCCC(=O)NCCCOC)no2)cc1
→ -6	-4	-1.2%	2%	1%	-14%	2	-7	-28%	-7	1%
Cc1ccccc1NCN1C(=O)C2C3C=CC(C3)C2C1=O (stereo not given)
→ -5	3	0.2%	3%	1%	16%	0	1	-4%	-17	0%
O=C1c2ccccc2C(O)N1Cc1ccccc1 (stereo not given)
→ 5	-9	-0.3%	0%	1%	-1%	-3	11	22%	-19	6%
C#CCOc1ccc(CNC[C@H]2O[C@@H](n3cnc4c(N)ncnc43)[C@H](O)[C@@H]2O)cc1
→ 15	-4	2.2%	x	0%	x	x	x	x	13	x
COc1ccc(C(=O)C2CCCN(C(=O)c3ccc4nccnc4c3)C2)c(C)c1 (stereo not given)
→ 1	20	-0.3%	-8%	0%	x	x	2	27%	u	x
CCOC(=O)C(NCc1ccco1)(NC(=O)c1ccccc1)C(F)(F)F (stereo not given)
→ -17	6	0.1%	1%	-11%	3%	0	-2	-1%	13	-2%
CC(C)Cc1nnc(NC(=O)c2ccc3c(c2)OCCO3)s1
→ -6	5	0.3%	x	0%	x	x	u	x	-18	x
CN(CC(=O)N1CC=C(c2ccccc2)CC1)S(=O)(=O)c1ccc2c(c1)c(=O)n(C)c(=O)n2C
→ 8	-5	-0.2%	0%	0%	-10%	-1	-2	0%	49[activator]	0%
O=C(NCc1ccccc1)C(=O)c1cn(CC(=O)N2CCOCC2)c2ccccc12
→ 8	14	0.4%	1%	2%	x	x	-2	-7%	-18	x

(next part)
Values in the order – KCNH2 WT inh	KCNH2 3.1 block	B2AR arrestin	GALK inh	USP2a block	Menin-MLL TR inh	FBPA coupling cs	TRPV1 ag	MLL CXXC-DNA inh	Giardia kill	PKM2 act
Cc1cc(C)cc(NC(=O)Nc2ccc(N3CCCCC3)cc2)c1
→ -4	-46	-0.9%	-2%	3%	x	-2	6	0%	-6	u
O=C(Nc1ccc(-c2csc(Nc3ccc(Cl)cc3)n2)cc1)c1ccccc1
→ 4	5	0.3%	x	2%	x	x	x	x	11	x
O=c1cnn(Cc2c(Cl)cccc2Cl)c2ccccc12
→ -2	-1	0.0%	2%	1%	-16%	4	4	-3%	-2	3%
COc1ccccc1NC(CC(=O)c1ccccc1)C(=O)OCC(=O)c1ccc(F)cc1 (stereo not given)
→ -6	-33	0.3%	0%	1%	6%	-2	2	0%	-11	u
Cc1ccc(CS(=O)(=O)Cc2ccc(C(=O)NCCCN3CC(C)CC(C)C3)o2)cc1 (stereo not given)
→ 27	-15	-0.1%	5%	-5%	1%	-2	0	5%	-6	x
COc1ccc(CCN(Cc2nc3ccccc3c(=O)[nH]2)C(=O)c2ccco2)cc1
→ 9	-8	-0.1%	0%	-1%	14%	1	2	-6%	18	u
O=C1c2cccc3cccc(c23)C(=O)N1CCN1CCN(C(=S)Nc2ccccc2)CC1
→ -7	-9	-0.4%	0%	4%	-5%	0	2	5%	9	-10%
COc1cc(OC)cc(C(=O)NNC(=O)CNC(=O)c2ccc(Br)o2)c1
→ -10	7	-0.1%	x	2%	x	x	0	x	-16	x
Cc1cc(O)c(C2(C(F)(F)F)NCCNC2=O)cc1C (stereo not given)
→ -3	-9	-0.6%	-2%	3%	3%	-6	0	12%	0	2%
CN(C)c1cccc(NC(=O)c2cccc3ccccc23)c1
→ 1	6	0.4%	-3%	-2%	41%[activator]	-5	5	13%	2	x

(more compounds)
Values in the order – KCNH2 WT inh	KCNH2 3.1 block	B2AR arrestin	GALK inh	USP2a block	Menin-MLL TR inh	FBPA coupling cs	TRPV1 ag	MLL CXXC-DNA inh	Giardia kill	PKM2 act
CC1(C)Oc2ccc3ccc(=O)oc3c2C(/C=N/O)=C1Cl
→ 5	-1	-0.2%	1%	2%	0%	1	-2	6%	-6	-3%
CN(C(=O)C(C)(C)C)c1ccc(OCC(=O)N2CCc3ccccc3C2)cc1
→ 1	8	-0.3%	-4%	2%	x	0	5	34%[activator]	12	x
CC(=O)Oc1ccc(C23CC4CC(CC(C4)C2)C3)cc1C(=O)O
→ x	x	0.0%	x	-1%	19%	1	-10	5%	x	x
COc1ccc(-c2cn(-c3cccc(C)c3)c(=O)[nH]2)cc1OC
→ -1	22	0.1%	1%	0%	3%	1	-3	6%	-6	7%
CCCCONc1ncnc2nonc12
→ -2	-4	-0.2%	2%	5%	-9%	-1	7	-5%	12	-11%
COc1ccc(NC(=O)c2ccc(C(=O)Nc3ccc(OC)cc3OC)cc2)c(OC)c1
→ 7	12	-1.0%	0%	-3%	5%	5	1	11%	-6	-2%
CC(=O)NC(=S)Nc1cccc2c(C)cc(C)nc12
→ -1	-1	-0.8%	0%	-3%	7%	-21	-2	-3%	2	5%
COc1ccc(CCNC(=O)CN(c2ccccc2OC)S(C)(=O)=O)cc1
→ -8	11	0.0%	0%	0%	-14%	4	0	-7%	4	-3%
CCCCNCc1cccn1-c1ccccc1
→ 4	-12	-0.5%	2%	2%	-19%	3	0	-2%	2	0%
CCCCc1nnc(NC(=O)CN(C)S(=O)(=O)c2ccc(C)cc2)s1
→ -2	2	5.5%	-3%	1%	x	x	2	1%	-19	-8%

Among those listed so far, these contain fluorine.
Values in the order – KCNH2 WT inh	KCNH2 3.1 block	B2AR arrestin	GALK inh	USP2a block	Menin-MLL TR inh	FBPA coupling cs	TRPV1 ag	MLL CXXC-DNA inh	Giardia kill	PKM2 act
CCOC(=O)C(NCc1ccco1)(NC(=O)c1ccccc1)C(F)(F)F (stereo not given)
→ -17	6	0.1%	1%	-11%	3%	0	-2	-1%	13	-2%
COc1ccccc1NC(CC(=O)c1ccccc1)C(=O)OCC(=O)c1ccc(F)cc1 (stereo not given)
→ -6	-33	0.3%	0%	1%	6%	-2	2	0%	-11	u
Cc1cc(O)c(C2(C(F)(F)F)NCCNC2=O)cc1C (stereo not given)
→ -3	-9	-0.6%	-2%	3%	3%	-6	0	12%	0	2%

Next results:
Values in the order – KCNH2 WT inh	KCNH2 3.1 block	B2AR arrestin	GALK inh	USP2a block	Menin-MLL TR inh	FBPA coupling cs	TRPV1 ag	MLL CXXC-DNA inh	Giardia kill	PKM2 act
CCOC(=O)C1(CC2CCCCO2)CCN(C(=O)Nc2ccc(C)c(C)c2)CC1 (stereo not given)
→ 1	-13	-0.5%	-2%	-1%	-13%	0	19	3%	16	-6%
CCCCCC(=O)N1CC2(CC(c3cccc(NC(=O)COc4ccc(Cl)cc4)c3)=NO2)C[C@@H]1C(N)=O (stereo not given in full)
→ -91*	-74*	-0.5%	-2%	-5%	x	6	0	5%	9	-1%
Cc1ccc(C(=O)Cc2nnc(C)s2)cc1
→ -26	-11	-0.8%	x	3%	-13%	-14	4	-1%	-14	9%
COc1cccc(Cn2cccc(NC(=O)NC3CCCCC3)c2=O)c1
→ 0	3	0.1%	0%	0%	-12%	-21	24	-2%	-15	2%
CCOc1ccccc1NC(=O)NCCN1CCCCC1
→ 0	2	-0.7%	0%	2%	-11%	-1	0	5%	-21	-3%
COc1ccc(NC(=O)CSc2n[nH]c(N)n2)c([N+](=O)[O-])c1
→ 13	13	-0.1%	0%	0%	2%	1	2	1%	0	14µM*
CCC(=O)N1CCc2cc(S(=O)(=O)NCCC(=O)N3CC=C(c4ccccc4)CC3)ccc21
→ x	x	-0.6%	-1%	1%	4%	-4	0	-1%	x	0%
O=C(NCc1ccccn1)Nc1ccc(F)c(Cl)c1
→ -14	-26	-0.2%	-1%	1%	-2%	0	8	-7%	-10	0%
O=c1cc(CO)oc(CN2CCN(c3ccccc3F)CC2)c1O
→ -2	1	0.2%	-1%	1%	15%	0	1	-14%	-13	0%
Cc1ccc(S(=O)(=O)NC2CC(C)(C)NC(C)(C)C2)cc1C
→ 7	-1	-1.1%	2%	-1%	-9%	1	2	4%	10	0%

Individual results from above:
MLL CXXC-DNA inh, CCC(=O)N1CCc2cc(S(=O)(=O)NCCC(=O)N3CC=C(c4ccccc4)CC3)ccc21 → -1%
PKM2 act, COc1cccc(Cn2cccc(NC(=O)NC3CCCCC3)c2=O)c1 → 2%
KCNH2 3.1 block, CCCCCC(=O)N1CC2(CC(c3cccc(NC(=O)COc4ccc(Cl)cc4)c3)=NO2)C[C@@H]1C(N)=O (stereo not given in full) → -74*
PKM2 act, O=C(NCc1ccccn1)Nc1ccc(F)c(Cl)c1 → 0%

Compound activity (PubChem)
